# Assay outcomes (PubChem)
# DNMT1 block: blocks human DNA methyltransferase DNMT1; DNMT1 molecular beacon, Hinp1I cleavage, fluorescence; hit rate 0.83% among 360,000; inhibition (reported as % activation of signal), % at 10 µM; AID 588458; P26358; in the data active = inhibition above about 50%
# LMPTP block: blocks human LMPTP phosphatase; AID 651560; hit rate 0.22% among 360,000; recombinant LMPTP-A, OMFP fluorogenic substrate, fluorescence intensity; inhibition, % at 20 µM;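 active = compounds that cut the enzyme signal by at least half of the control window in the single-dose screen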;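 also: plate controls were DMSO wells with enzyme plus substrate for no effect and substrate without enzyme for full effect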
# Target sequence (P24666 whole entry, looked up): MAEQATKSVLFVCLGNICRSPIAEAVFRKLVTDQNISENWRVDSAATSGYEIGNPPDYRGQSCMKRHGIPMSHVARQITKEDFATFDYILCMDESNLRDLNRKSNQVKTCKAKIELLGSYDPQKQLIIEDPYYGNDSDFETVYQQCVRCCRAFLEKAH
#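 Material: LMPTP-A; amount: 0.625 nM enzyme; doses: single 20 µM dose; times: reaction 50 min, room temperature, dark; technique: fluorescence intensity of OMFP turnover product; benchmarks: no-enzyme and uninhibited controls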
# TbMetRS inhib: Trypanosoma brucei MetRS inhibition; purified T. brucei MetRS, ATP depletion, Kinase-Glo luminescence; hit rate 0.4% among 360,000; inhibition, % at 11.9 µM; AID 624268;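 active = inhibition above a per-plate cutoff of the control wells' mean inhibition plus 3 SD, cut at about 5.5% in these data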;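 also: 0% = DMSO wells median and 100% = median of wells with control inhibitor compound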
#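 Material – parasite MetRS enzyme · Medium – HEPES-MgCl2-KCl buffer plus DTT, spermine, BSA, pyrophosphatase · Reagent – ATP, methionine and E. coli bulk tRNA substrates · Times – 15 min enzyme-compound preincubation, 2 h reaction, 10 min detection, 25 °C · Measured by – luminescence of leftover ATP · Evaluation – percent inhibition relative to median high and low control wells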
# Scp-1 inhibitor: inhibitors of human Scp-1 phosphatase | Q9GZU7 | AID 493091 | inhibition, % at 20 µM | hit rate 0.88% among 340,000 | Recombinant Scp1, phosphopeptide, malachite green phosphate absorbance;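 active = inhibition above about 50% at 20 µM, limit read from the data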;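 also: plate controls were DMSO wells with enzyme for no effect and wells lacking enzyme for full effect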
# Target sequence (Q9GZU7 76-261 limits assumed): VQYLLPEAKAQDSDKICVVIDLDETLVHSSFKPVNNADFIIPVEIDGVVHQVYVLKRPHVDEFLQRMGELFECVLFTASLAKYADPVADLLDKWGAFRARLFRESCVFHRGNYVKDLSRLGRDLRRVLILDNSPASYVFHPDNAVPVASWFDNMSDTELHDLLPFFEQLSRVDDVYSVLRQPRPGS
#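 Material – SCP-1 phosphatase catalytic domain, residues 76-261 · Buffer or medium – Acidic Tris acetate buffer with magnesium and detergent · Also added – Phospho 17-mer peptide substrate · Compound – single 20 µM dose, 1% DMSO · Times – 45 min room-temperature reaction, 5 min colour, 30 min stabiliser · Technique – Phosphate-binding colour reagent, absorbance read at 630 nm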
# NRP1-CendR mod: alters CendR peptide binding to human NRP-1; FAM-RPARPAR peptide binding to NRP-1, fluorescence polarization; hit rate 0.85% among 360,000; inhibition, % at 25 µM;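 active = inhibition or corrected inhibition above about 18%, plus a signal ratio from 0.5 to 1.5, limit read from the data, passing the limit was not always enough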; also: strong numbers were not always called active
# eLon inh: inhibitors of E. coli Lon protease | P0A9M0 | inhibition, % at 7.94 µM | hit rate 0.42% among 360,000 | purified E. coli Lon protease, fluorescence polarization | AID 602123; in the data active = inhibition above about 13%, passing the limit was not always enough;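 also: 0% = enzyme with probe and DMSO and 100% = no enzyme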
# SUMO1-SIM PPI: SUMO1-SIM interaction modulation; hit rate 0.33% among 360,000; inhibition, % at 20 µM; SUMO1 binding to a labelled peptide, TR-FRET, 1 h; P63165; AID 602429; in the data active = inhibition above about 37%
# Target sequence (P63165 whole entry, looked up): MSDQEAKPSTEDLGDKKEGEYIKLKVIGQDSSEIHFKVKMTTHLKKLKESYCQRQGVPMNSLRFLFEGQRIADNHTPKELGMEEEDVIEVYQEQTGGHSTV
# STEP block: inhibitors of human striatal-enriched phosphatase STEP | recombinant STEP, OMFP fluorogenic substrate, fluorescence | inhibition, % at 20 µM | hit rate 0.25% among 360,000;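 active = inhibition at 20 µM, scaled per plate between control wells, above about 37%, limit read from the data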;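 also: 0% = DMSO with enzyme and substrate and 100% = substrate only without enzyme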
# Target sequence (P54829 whole entry, looked up): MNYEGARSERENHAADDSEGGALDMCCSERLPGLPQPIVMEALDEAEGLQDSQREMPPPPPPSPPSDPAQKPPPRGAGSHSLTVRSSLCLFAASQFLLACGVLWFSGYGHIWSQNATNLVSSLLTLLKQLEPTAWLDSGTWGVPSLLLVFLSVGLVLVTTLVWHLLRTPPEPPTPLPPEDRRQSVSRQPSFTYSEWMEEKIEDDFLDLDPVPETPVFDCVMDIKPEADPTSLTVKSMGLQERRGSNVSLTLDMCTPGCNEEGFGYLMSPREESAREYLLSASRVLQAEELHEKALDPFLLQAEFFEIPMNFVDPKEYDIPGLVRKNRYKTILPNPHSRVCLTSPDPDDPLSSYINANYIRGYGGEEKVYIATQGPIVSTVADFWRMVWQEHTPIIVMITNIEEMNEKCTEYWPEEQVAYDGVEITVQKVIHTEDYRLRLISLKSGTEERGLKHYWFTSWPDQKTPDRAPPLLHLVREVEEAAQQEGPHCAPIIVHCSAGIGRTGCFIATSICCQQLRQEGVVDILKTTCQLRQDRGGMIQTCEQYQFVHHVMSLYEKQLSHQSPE
#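 System: isolated STEP enzyme; schedule: 20 min enzyme reaction at room temperature, protected from light; medium: Bis-Tris buffer pH 6.0, 2.5 mM DTT, 0.005% Tween 20; signal: fluorescence, 480/540 nm; dosing: single compound dose of 20 µM, 1% DMSO final; also added: OMFP substrate, 25 µM final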
# bovine MsrA act: bovine methionine sulfoxide reductase A activation. purified bovine MsrA, absorbance read-out. activation, % at 10.6 µM. hit rate 0.3% among 360,000. AID 602163; in the data active = activation above about 7.5%;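 also: 0% = vehicle and 100% = reference activator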
# MsrA inh: bovine MsrA inhibition | purified bovine MsrA, absorbance read-out | inhibition, % at 15.5 µM | hit rate 0.75% among 360,000 | AID 651718; in the data active = inhibition above about 4.5%;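 also: 0% = vehicle wells with enzyme and 100% = reference inhibitor wells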
# * = called active by the depositor; . = no result given.
structure | DNMT1 block | LMPTP block | TbMetRS inhib | Scp-1 inhibitor | NRP1-CendR mod | eLon inh | SUMO1-SIM PPI | STEP block | bovine MsrA act | MsrA inh
CC(C)Oc1ccc(C(CC(=O)O)NC(=O)Cc2ccc(Cl)cc2)cc1 (centres undefined) | 0 | -1.7 | -0.4 | -22 | -2 | 2 | 1 | -3 | 0 | 0.2
CCCCN1CCC(CN2C(=S)NC[C@@H]2CC(C)C)CC1 | 2 | -4.1 | -1.2 | 4 | -4 | -2 | 3 | 17 | -5 | -0.1
CCOc1ccc(CCNC(=O)C(C)N2C(=O)CC(C)(C)Sc3ccccc32)cc1 (centres undefined) | 2 | 1.8 | -1.7 | -3 | 0 | -3 | 3 | -1 | -11 | 0.1
O=C(/C=C/c1cccc([N+](=O)[O-])c1)c1ccc([N+](=O)[O-])o1 | 31 | 2.1 | -0.1 | -4 | -11 | 1 | -22 | 4 | -1 | 0.5
COc1cc(/C=N/N(C)c2ccccc2)cc(Cl)c1O | -19 | -0.1 | -1.1 | -11 | 6 | 3 | -6 | -5 | 0 | 2.6
O=C(CSc1nc2ccccc2c(=O)n1-c1ccc(OC(F)F)cc1)NC1CC1 | -1 | 0.0 | 0.6 | -5 | 6 | -6 | 1 | 3 | -1 | 0.5
Cc1cc(C(=O)COC(=O)CNC(=O)c2ccccc2)c(C)n1CC1CCCO1 (centres undefined) | -1 | -1.0 | -1.0 | -7 | -10 | 0 | 3 | 1 | -2 | -0.2
COc1ccc(O)c(CNc2ccccc2F)c1 | 1 | -0.7 | -0.6 | -6 | -3 | 2 | 0 | 0 | 1 | -0.7
O=C(Nc1ncccc1O)c1ccc(S(=O)(=O)N2CCCC2)cc1 | 4 | 0.4 | -0.3 | -6 | 16 | -11 | -8 | 0 | -5 | 1.5
CNc1ncnc2c1ncn2[C@H]1CN(Cc2ccc(-c3ccccc3)cc2)C[C@@H](CO)O1 | -6 | 0.2 | -0.1 | . | -10 | 0 | -1 | 1 | -1 | -0.2
C=C1CCN([C@H](C(=O)NCc2ccc(Cl)c(Cl)c2)C(C)C)S(=O)(=O)c2ccccc21 | 2 | 3.3 | 0.0 | -2 | -9 | -3 | 12 | 0 | 1 | 1.8
CN(C(=O)COC(=O)c1cc(NS(=O)(=O)c2cc([N+](=O)[O-])ccc2Cl)ccc1O)C1CCCCC1 | -5 | 2.7 | 0.2 | -15 | 8 | -14 | -18 | -2 | -1 | 2.7
Cc1ccc2nc(-c3ccc(NC(=S)NCC(C)(C)CN(C)C)cc3)sc2c1 | -5 | -4.4 | -0.5 | -13 | 2 | -2 | -14 | 16 | 3 | 0.0
CN(C(=O)c1c[nH]c(=O)cc1C(F)(F)F)c1ccc(Cl)cc1 | 6 | -2.2 | -1.2 | -8 | 10 | 10 | 1 | -1 | -9 | 0.2
CC(=O)N1c2ccc(S(=O)(=O)NCC3CCC(C(=O)NCc4ccccc4)CC3)cc2CC1C (centres undefined) | -3 | 0.5 | -0.3 | -4 | -6 | -4 | -1 | -1 | -1 | -0.3
COc1ccc(-c2cc(C(F)(F)F)nc(S(C)(=O)=O)n2)cc1 | 0 | 2.9 | -0.7 | -8 | -9 | -2 | -3 | 1 | -9 | 5.4*
Oc1oc(-c2ccc(Br)cc2)nc1C=Nc1ccc(Br)cn1 | 18 | 0.8 | 8.7* | -3 | 0 | -6 | 0 | 0 | -8 | 0.8
CCN(C(=O)COC(=O)c1c(NC(C)=O)sc(C)c1C)c1c(N)n(Cc2ccccc2)c(=O)[nH]c1=O | 6 | 8.6 | -0.1 | -2 | 9 | -11 | 4 | 0 | -1 | -1.1
CCN(CC(=O)NCc1cccs1)CC(=O)Nc1c(Cl)ccc(C)c1Cl | 1 | -0.5 | -0.1 | -2 | -3 | -3 | 3 | -4 | -1 | -0.8
N#Cc1ccsc1NC(=O)CSc1nnc(-c2ccccc2)o1 | 2 | 1.9 | -0.7 | 3 | -15 | -12 | 18 | 1 | -5 | -1.0
O=C(Nc1ccc(S(=O)(=O)Nc2ncccn2)cc1)c1ccccc1NS(=O)(=O)c1ccc(F)cc1 | 1 | -1.0 | 2.3 | -5 | -28 | 0 | 16 | -1 | -3 | 1.5
COc1cccc(NC(=O)Nc2cccnc2)c1 | 2 | 0.8 | -0.3 | 2 | 4 | 6 | -4 | 2 | -2 | 0.6
CC(C)Cc1nc2oc3c(=O)[nH]cnc3c2c2c1CCCC2 | -1 | -3.3 | 0.0 | -11 | -3 | -10 | 11 | 2 | -5 | 1.1
COc1cc2ccccc2cc1C(=O)Nc1nc(C)c(C(C)=O)s1 | 6 | -1.4 | 0.3 | -12 | -17 | -5 | 4 | -2 | 0 | .

# The closing two entries of the part before are carried over, then new ones follow:
structure | DNMT1 block | LMPTP block | TbMetRS inhib | Scp-1 inhibitor | NRP1-CendR mod | eLon inh | SUMO1-SIM PPI | STEP block | bovine MsrA act | MsrA inh
CC(C)Cc1nc2oc3c(=O)[nH]cnc3c2c2c1CCCC2 | -1 | -3.3 | 0.0 | -11 | -3 | -10 | 11 | 2 | -5 | 1.1
COc1cc2ccccc2cc1C(=O)Nc1nc(C)c(C(C)=O)s1 | 6 | -1.4 | 0.3 | -12 | -17 | -5 | 4 | -2 | 0 | .
CCOC(=O)c1cc(NC(=O)c2ccccc2)c(=O)n2c1oc1ccccc12 | -2 | 0.1 | -0.7 | 3 | 8 | 4 | 4 | 0 | -11 | -0.3
N=C1CCC(=N)c2c1c(O)c1ccccc1c2O | 76* | 31 | 0.3 | 42 | 27* | 29* | 44* | 6 | -1 | .
C[C@]12CC[C@H](O)CC1=CCC1C2CC[C@@]2(C)C1CC[C@@H]2NC(=O)[C@@H](N)CO (some centres undefined) | 4 | -0.9 | -0.2 | -7 | -9 | -2 | -7 | 1 | -2 | -0.9
Cc1nn(Cc2c(F)c(F)c(F)c(F)c2F)c(C)c1NC(=O)c1ccc(COc2ccc(F)cc2)o1 | -1 | 3.1 | 0.6 | -2 | 2 | -3 | 4 | -1 | 4 | 0.9
COc1ccccc1N1CCN(C(=O)c2ccc(Cn3c(=S)[nH]c4cc5c(cc4c3=O)OCO5)cc2)CC1 | -2 | 1.1 | -0.5 | -12 | -6 | 3 | 2 | -6 | -2 | 0.7
COC(=O)c1cc(CSc2nc3ccc(C)cc3[nH]2)oc1C | -2 | -1.9 | 0.7 | 6 | 9 | -1 | -1 | 0 | 0 | -0.7
Cc1ccc(-c2nc3c(C)cc(Br)cn3c2Cc2ccccc2)cc1 | . | 2.4 | -1.4 | . | -5 | 0 | -8 | . | -10 | 0.5
COC(=O)CC(c1ccc(C(C)C)cc1)n1cccc1 (centres undefined) | 0 | 0.9 | -0.2 | -3 | 3 | -5 | 3 | 0 | -3 | -0.5
O=C(NCCc1ccccn1)c1nc(Cn2cc(Br)cn2)no1 | 0 | -1.1 | -0.1 | -8 | 2 | 1 | 3 | 3 | -8 | 1.1
Cc1cccc(NC(=O)CNC(=O)Cc2ccc(S(=O)(=O)N3CCOCC3)s2)c1C | -11 | -0.9 | -0.4 | -10 | -11 | -4 | -2 | -4 | -7 | -0.6
COC(=O)c1ccc(COc2ncnc3c(Cl)cc(Cl)cc23)o1 | -2 | 1.6 | 0.5 | -5 | 1 | 10 | -1 | 1 | -2 | 0.2
COc1ccccc1C(=O)N/C(=C\c1cn(C)c2ccccc12)C(=O)NCCCN1CCOCC1 | -2 | -1.7 | -0.2 | -16 | -1 | 1 | -12 | -2 | -6 | 5.3*

# Next part:
# Each structure is followed by: DNMT1 block	LMPTP block	TbMetRS inhib	Scp-1 inhibitor	NRP1-CendR mod	eLon inh	SUMO1-SIM PPI	STEP block	bovine MsrA act	MsrA inh
> COc1ccc(C(=O)NC(=S)Nc2ccc3oc(=O)ccc3c2)cc1OC
→ -4	-0.9	-0.8	-4	0	-9	-3	-2	-2	-0.4
> O=C(CC1SC(=O)N(c2ccccc2)C1=O)Nc1ccc(Br)cc1 (centres undefined)
→ -1	1.5	0.1	-10	9	-10	0	0	-5	-0.3
> Cc1cc(C)n(C(CC(=O)N2CCc3ccccc3C2)C(=O)O)n1 (centres undefined)
→ -2	0.1	-1.7	17	-7	-5	14	-3	-13	-0.7
> COCCNS(=O)(=O)c1ccc(F)c(OC)c1
→ 2	-0.6	-0.2	-4	15	2	1	0	-3	-0.5
> CCOC(=O)c1c(C)c(C(=O)NCCN2CCOCC2)c(C)n1C
→ 2	-1.3	-1.7	-2	-12	-11	1	-2	-7	.
> CCC1Nc2ncnc(N3CCCCC3)c2N(Cc2ccc(Br)cc2)C1=O (centres undefined)
→ 0	-2.3	-0.4	0	18	8	7	-3	-2	0.2
> CC1CCCN(S(=O)(=O)c2ccc(S(=O)(=O)NC(C)c3cccs3)cc2)C1 (centres undefined)
→ 0	1.3	-1.2	-5	4	-4	-2	1	-10	-1.8
> CCOC(=O)[C@]12CCCC=C1N(CCC1=CCCCC1)C(=O)[C@H](CC(=O)NCCCOC)C2
→ .	0.2	-0.2	.	3	.	-1	.	.	-1.7
> CC(C)CC(NC(=O)C(CC(C)C)NC(=O)C(Cc1ccc(OCc2ccccc2)cc1)NC(=O)OC(C)(C)C)C(N)=O (centres undefined)
→ 44	-2.5	-0.6	-5	3	4	-3	-2	-4	2.2
> Cc1ccc(N=Nc2c(N)[nH]n3c(=O)cc(-c4ccccc4)nc23)cc1
→ -25	70*	-1.4	36	-7	-8	-9	21	-5	0.9
> O=C(Nc1ccc(Oc2cccnc2)cc1)c1ccccc1F
→ 0	-0.6	-1.5	-5	-3	-3	-3	0	-12	-0.3
> CC(C)(C)OC(=O)N[C@@H](C(=O)OC(C)(C)C)c1ccccc1
→ 3	-0.2	-0.5	-3	13	-1	1	1	-2	0.5
> Cc1nc2nc[nH]n2c(=O)c1C/C=C/c1ccccc1
→ -4	-2.0	0.3	-2	4	2	3	-2	-2	0.0
> COC(=O)C1=C(C)Nc2c(c(=O)n(C)c(=O)n2C)C1c1ccc(Cl)cc1 (centres undefined)
→ 2	-0.6	-0.2	-2	-7	-4	-3	-4	-3	1.6
> Cc1ccc(/C=N/n2c(-c3ccc(Cl)cc3)n[nH]c2=S)o1
→ 2	0.9	-0.3	7	2	10	-4	0	2	1.7
> Cc1c(C#N)c(O)n(CCO)c(=O)c1N=Nc1ccc(S(N)(=O)=O)cc1
→ -4	2.9	1.0	-2	-3	3	-29	9	-2	1.7

# Three of these compounds, set out differently:
DNMT1 block	LMPTP block	TbMetRS inhib	Scp-1 inhibitor	NRP1-CendR mod	eLon inh	SUMO1-SIM PPI	STEP block	bovine MsrA act	MsrA inh	Compound
-2	0.1	-1.7	17	-7	-5	14	-3	-13	-0.7	Cc1cc(C)n(C(CC(=O)N2CCc3ccccc3C2)C(=O)O)n1 (centres undefined)
.	0.2	-0.2	.	3	.	-1	.	.	-1.7	CCOC(=O)[C@]12CCCC=C1N(CCC1=CCCCC1)C(=O)[C@H](CC(=O)NCCCOC)C2
-19	-0.1	-1.1	-11	6	3	-6	-5	0	2.6	COc1cc(/C=N/N(C)c2ccccc2)cc(Cl)c1O
